# Screening data deposited in PubChem by National Center for Advancing Translational Sciences (NCATS).
# Akt phos inh: blocks phosphorylation of Akt; Neuro2A IGF-stimulated pAkt S473 HTRF, 20 min; active compounds read low; activity change, % for hits at 50 µM; 360,000 compounds, 0.32% hits; AID 651550; in the data active = activity change below about -80%; inconclusive = mostly about -51% to -80%; also: % is scaled to controls: 0 for no effect and ±100 for the full control effect
#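 Neuro2A cells (4,500/well, DMEM with 0.5% FBS) were treated with compound at a single 50 µM final concentration, stimulated with 6 nM IGF for 20 min at 37 °C, and lysed. Phospho-Akt Ser473 was read by HTRF as 665/615 ratio ×10^4.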
# HepG2 tox: HepG2 cytotoxicity, counter-screen for TGF-b inhibitors | HepG2 CAGA-GFP viability, ATP luminescence, 18 h | Potency, µM (top dose mostly 46.1 µM), inactives show top-dose activity change, negative = cytotoxicity, hits mostly cytotoxic | 410,000 compounds, 0.76% hits | AID 588856; also: potency is read from the fitted curve at half-maximal effect; some results filed as inactive show a strong effect at the top dose
#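 CellTiter-Glo luminescence gave cytotoxicity after 18 hours at 37 degrees C. The cells were HepG2 CAGA-GFP in 1% FBS DMEM, stimulated with 500 pg/mL TGF-beta after compound addition. %Activity was normalised to no-cell wells (complete cell-killing) and DMSO (no toxicity), and curves were fitted and classified.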
# Mm-Cpn inhibitor: M. maripaludis TRiC chaperonin inhibition; purified Mm-Cpn ATPase, ADP Transcreener TR-FRET; Potency, µM (top dose mostly 76.9 µM), for the others: at the highest dose activity, negative = inhibition, hits mostly inhibitors; 330,000 compounds, 0.031% hits; AID 504842; also: potency is read from the fitted curve at half-maximal effect; % is scaled to controls: 0 for no effect and ±100 for the full control effect; nearly all actives have a fitted effect of over 80% in size
#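 ATPase read-out: TR-FRET ADP immunoassay (anti-ADP Eu cryptate vs ADP-d2), ex 320 nm, em 590/665 nm; signal drops as ADP forms. Enzyme 25 nM, ATP 10 uM, 30 min at 37°C after 10 min compound preincubation.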
# Nrf2 ARE act: activates Nrf2 signaling; AREc32 ARE-luciferase reporter (MCF7-derived line), luminescence, 24 h; Potency, µM (titrated, usually from 46.1 µM), inactives show at the top dose activation, actives largely listed as activators; 410,000 compounds, 0.31% hits; AID 624171; also: potency is read from the fitted curve at half-maximal effect; % of control where 0% means no effect; nearly all actives have a fitted effect of over 65% in size
#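 For detection, Steady-Glo was added and plates sat 30 min at RT; before that, AREc32_Fluc cells grown overnight in OPTI-MEM/5% FBS had been treated with 23 nL compound for 24 hr at 37 deg C.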
# Abeta rescue: A-beta toxicity reversal in yeast; yeast expressing A-beta42, growth rescue, OD600, 48 h; response scale: 0% DMSO, 100% iron-clioquinol control; AID 1347071; Potency, µM (top dose mostly 46.1 µM), inactives show top-dose growth rescue, most hits filed as activators; 410,000 compounds, 0.063% hits; also: potency is read from the fitted curve at half-maximal effect; nearly all actives have a fitted effect of over 55% in size
#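 Growth rescue measured by 600 nm absorbance after 48 h yeast culture at 30 C with compound. Values normalized between DMSO and an equimolar ferric chloride plus clioquinol control.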
# A549 tox: kills or reduces viability of A549 cells in Nrf2 counter-screen. 390,000 compounds, 0.16% hits. A549 ARE-Fluc cells, CellTiter-Fluor viability, 18-24 h. AID 504648. Potency, µM (series often up to 46 µM), inactives show top-dose activity change, negative = cytotoxicity, actives largely listed as inhibitors; also: potency is read from the fitted curve at half-maximal effect; % is scaled to controls: 0 for no effect and ±100 for the full control effect
#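 A549 ARE_Fluc cells in 5% FBS OPTI-MEM were exposed to compounds in concentration-response for 18-24 h at 37 deg C. Viability was read by CellTiter-Fluor fluorescence (Ex 405/Em 525) after 30 min, before the luciferase read.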
# Nrf2 inh: blocks Nrf2 signaling; A549 ARE-Fluc reporter, luciferase luminescence, 18-24 h; Potency, µM (titrated, usually from 46 µM), without a hit: top-dose activity change, negative = inhibition, hits mostly inhibitors; 360,000 compounds, 2.1% hits; also: potency is read from the fitted curve at half-maximal effect; % is scaled to controls: 0 for no effect and ±100 for the full control effect; nearly all actives have a fitted effect of over 60% in size
#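 Quantitative HTS in A549 cells stably bearing an antioxidant response element-firefly luciferase construct. Inhibition of Nrf2-driven transcription was scored by luminescence after 18-24 h of compound exposure at 37 °C.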
# TGFb SMAD3 inh: TGF-b pathway inhibition; AID 588855; HepG2 CAGA-GFP TGF-b/SMAD3 reporter, GFP fluorescence, 18 h; TGF-beta stimulated, 500 pg/mL final; 410,000 compounds, 1.2% hits; Potency, µM (doses to about 46.1 µM), for inactives: at the highest dose activity, negative = inhibition, usual class: inhibitors; also: potency is read from the fitted curve at half-maximal effect; % is scaled to controls: 0 for no effect and ±100 for the full control effect; nearly all actives have a fitted effect of over 65% in size
#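 Read-out: total well GFP (ex488/em500-530) summed from mean per-cell fluorescence. Cells: HEPG2 CAGA-GFP, 1% FBS DMEM, 18 h at 37 degrees C with 500 pg/mL final TGF-beta. Unstimulated wells served as the full-inhibition control; stimulated DMSO wells = 0%.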
# CCT modulator: cytosolic chaperonin activity modulation; activity change, % (concentration not given with the values), hits read low; AID 651819; purified chaperonin ATPase assay, HTRF ADP detection, 30 min; 360,000 compounds, 0.3% hits; in the data active = activity change below about -30%; also: % is scaled to controls: 0 for no effect and ±100 for the full control effect
#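 TRiC at 40 or 20 nM final (batch-dependent) in 30 mM Tris pH 7.4, 100 mM KCl, 5 mM MgCl2, 1 mM DTT, with compound at single 76 uM and 10 uM ATP, 30 min at 37 deg C. ADP detected by HTRF Transcreener, 665/615 ratio.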
# The depositor's hits bear a star; i = inactive; ? = inconclusive; . = not tested or not shown. Unless noted, calls follow the shape of the dose curve; as a rule, active = well fitted curve in the direction sought with a large enough effect; inconclusive = small, poorly fitted or top-dose-only effect, or another doubt; inactive = no such curve, though single readings can be large; an effect the other way counts as inactive or inconclusive.
SMILES,Akt phos inh,HepG2 tox,Mm-Cpn inhibitor,Nrf2 ARE act,Abeta rescue,A549 tox,Nrf2 inh,TGFb SMAD3 inh,CCT modulator
COc1ccccc1CC(=O)NCCc1c[nH]c2ccccc12,i,-10%,1%,0.0%,5%,-2%,-7%,2%,0.1
C=CCNC(=O)c1onc(CSc2cccc(OC)c2)c1C(=O)NCC=C,i,-14%,1%,-1.2%,0%,-2%,1%,5%,-1.2
CCOc1ccc(OCCC(=O)N(CC)CC(=O)NCc2cccs2)cc1,i,-45%,-1%,-0.1%,-3%,0%,6%,-1%,2.5
C/C(=N/NC(=O)c1nnn(-c2nonc2N)c1COc1ccccc1)c1ccccc1,.,-5%,1%,-0.6%,-11%,?,3%,-7%,2.3
Cc1ccc(C)c(NC(=S)N2CCCCCC2)c1,i,-1%,1%,0.3%,11%,-6%,.,-2%,-2.9
COc1ccc(N2CCN(c3ncnc4sc(C(=O)NCC5CCCO5)c(C)c34)CC2)cc1 (centres undefined),i,-15%,-2%,0.4%,-21%,2%,-20%,-4%,-0.3
O=C(Oc1ccccc1Cl)c1ccccc1P(=O)(O)O,.,10%,0%,-0.8%,2%,-4%,-17%,1%,-4.3
COC(C/C=C/[C@@H](O)[C@@H](C)OCc1ccccc1)OC,i,11%,.,0.4%,3%,1%,0%,13%,-1.7
Cc1ccc(NC(=O)CCC(=O)N/N=C/c2ccccc2O)cc1,i,-22%,1%,0.1%,7%,-15%,?,-30%,0.7
Cc1csc(NC(=O)c2cc(=O)[nH]c3ccc(S(=O)(=O)N4CCOCC4)cc23)n1,i,-10%,-1%,-0.4%,8%,1%,-10%,-3%,-0.1
O=C1/C(=C/c2cccnc2)SC(=S)N1c1ccc(O)cc1,i,-4%,0%,8.4%,-2%,-2%,-21%,-19%,-3.3
O=C1CSC(c2ccccc2[N+](=O)[O-])N1CCc1ccccc1 (centres undefined),i,7%,2%,0.1%,18%,14%,-5%,-5%,1.0
Cc1ccc(NC(=O)CN(Cc2ccco2)Cc2ccccc2O)cc1C,i,-15%,-2%,5.4%,-13%,?,?,?,-1.8
COc1ccc(-n2nc(C(=O)NCC(=O)NCCc3ccc(OC)c(OC)c3)c3ccccc3c2=O)cc1Cl,i,-33%,-15%,3.5%,5%,-1%,-13%,14%,-2.0
O=c1c2ccccc2nnn1CCN1CCOCC1,i,-9%,2%,0.0%,-3%,-9%,-6%,-17%,-1.3
CC(C)(C)OC(=O)NCCCCCc1nnc(SCc2c(F)cccc2Cl)o1,i,-13%,0%,0.4%,18%,1%,-5%,-7%,1.0
Cc1ccc2cc(C#N)c(SCC(=O)NCC3CCCO3)nc2c1 (centres undefined),?,-4%,-23%,0.0%,-3%,3%,.,0%,0.1
Cc1cnc(C(=O)OCC(=O)Nc2cc(Cl)cc(Cl)c2)cn1,i,1%,1%,-0.5%,9%,-6%,2%,-5%,-2.1
Nc1[nH]ncc1-c1ccccc1,i,-1%,-4%,5.0%,-6%,0%,6%,-22%,-0.7
CC(C)(C)n1ncc2c(=O)n(CC(=O)NCCc3ccccc3)cnc21,i,-6%,0%,2.3%,-13%,0%,11%,-29%,0.2
CC(C)C[C@H](NC(=O)c1[nH]cnc1C(=O)N[C@H](C)c1ccccc1)C(=O)OCc1ccccc1,i,-26%,.,8.1%,6%,-7%,3%,-26%,-1.0
COc1ccc(C#Cc2c(-c3ccc(OC)cc3)oc3ccc(-c4ccc(OC)cc4)cc23)cc1,i,-14%,.,0.2%,2%,-2%,8%,-1%,0.1
CCN(CC)CCCNC(=O)c1nn(-c2ccc(OC)cc2OC)c(=O)c2ccccc12,i,6%,1%,1.1%,6%,-2%,.,16%,-2.1
COCCNC(=O)c1ccc2c(=O)n(CCCN3CCCC3=O)c(=S)[nH]c2c1,i,-10%,1%,-0.4%,-14%,-10%,14%,-23%,-0.4
CCCCCCCNC(=O)C1(CC2CC(c3ccc(Cl)cc3)=NO2)CCN(C(=O)c2ccccc2)CC1 (centres undefined),i,8%,0%,-0.3%,12%,0%,1%,-2%,0.7
CCC1CCCCN1C(=O)Cn1c(=O)n(CCC(=O)NCc2ccco2)c(=O)c2sccc21 (centres undefined),i,-14%,-1%,0.1%,23%,-19%,?,?,0.5
COc1ccc(CCNc2nc3c(c(=O)n(C)c(=O)n3C)n2Cc2ccccc2Cl)cc1OC,.,-3%,.,-0.5%,-1%,-7%,?,1%,.
COc1ccccc1OCc1ccc(C(=O)NN)cc1,i,-5%,-1%,-0.7%,-2%,-3%,1%,-34%,-2.4
Cc1cc(C)c(C)c(S(=O)(=O)N2CCN(CC(=O)c3c(N)n(Cc4ccccc4)c(=O)n(C)c3=O)CC2)c1C,i,1%,1%,0.5%,8%,?,?,?,-0.3
Cc1ccccc1OCC(=O)NC(=S)Nc1ccc(N2CCOCC2)c(Cl)c1,i,6%,1%,-0.6%,12%,-3%,2%,-1%,-0.5
Cc1cccc(C)c1-c1ccc(CN2C(CC(C)C)C(=O)N(Cc3cn(CC4CCCCC4)nn3)CCS2(=O)=O)cc1 (centres undefined),i,11µM*,.,5.5%,3%,-16%,?,?,-0.9
O=C(COC(=O)CCSc1ccccc1Cl)Nc1ccc(F)cc1F,i,4%,0%,-0.6%,?,-3%,2%,-1%,-1.3
COc1ccccc1C1C2=C(N=C3SCC(=O)N31)c1ccccc1CC2 (centres undefined),i,-1%,-3%,0.3%,6%,-6%,.,-15%,-2.8
O=C1CC(c2ccsc2)c2cc3c(cc2N1)OCCO3 (centres undefined),i,-5%,6%,0.2%,?,-9%,3%,?,-0.5
CC(C)(C)c1nc(SCC(=O)NNC(=O)c2ccccc2)c2ccccc2n1,i,-22%,0%,?,3%,?,?,?,-0.6
COc1cc(OC)c(C2C(C#N)=C(C)NC(C)=C2C#N)c(C(=O)O)c1,i,11%,-2%,-0.2%,11%,-1%,-25%,-19%,0.4
CC1(C)CC(=O)c2cc(-c3nc(-c4ccc(Cl)cc4)cs3)c(=O)n(-c3ccc(Cl)cc3)c2C1,.,2%,.,0.5%,-13%,-2%,4%,22%,.
CC1=CC(=O)C(C(C)C)=C/C1=N/OC(=O)c1cccc([N+](=O)[O-])c1,i,-33%,5%,?,5%,-2%,-16%,?,-3.8
CC1C(=O)CCCCCCCCCC2C1(N1CCOCC1)CS2(=O)=O (centres undefined),i,14%,-1%,0.0%,0%,-1%,4%,-2%,-2.6
N#Cc1ccc(/C=C2\CCCCn3c2nc2cc(C(=O)O)ccc2c3=O)cc1,i,2%,-13%,-0.5%,-1%,-2%,-1%,5%,0.3
CC(=O)Oc1ccc2c(=O)oc(-c3ccccc3C)nc2c1,i,-3%,1%,0.0%,-15%,0%,-13%,4%,-4.3
O=C(CSc1nc(-c2cccs2)nc2cc(=O)[nH]n12)Nc1ccccc1,.,-8%,.,24%,-11%,1%,?,-38%,.
C=CCOc1ccc(CNCCO)cc1OCC,i,-6%,-2%,-0.2%,11%,12%,12%,-5%,0.3
CCC(C)NC(=O)CSc1nnc(-c2cc(-c3ccc(C)cc3)nc3ccccc23)n1N (centres undefined),i,10%,-5%,0.3%,0%,-7%,.,11%,0.6
CCc1cc2cc(C)ccc2nc1SCC(=O)N1CCN(C(=O)c2ccco2)CC1,i,-33%,-3%,0.1%,-11%,9%,.,?,-0.9
Cc1c(C(=O)NC2=NCCS2)cccc1[N+](=O)[O-],i,1%,0%,0.7%,-6%,-2%,-9%,0%,1.2
CCOC(=O)C1(C)/C(=N/Nc2ccc(S(N)(=O)=O)cc2)C(=O)C(=O)N1c1ccccc1 (centres undefined),i,-4%,1%,3.2%,4%,1%,7%,-3%,0.8
COc1ccc(CCNC(=O)c2noc(C(C)C)c2[N+](=O)[O-])cc1OC,i,-25%,3%,4.4%,-6%,0%,-14%,0%,-2.7
COCCNc1ncnc2onc(-c3ccc(F)cc3)c12,.,-14%,.,0.0%,-16%,6%,0%,0%,.
O=S(=O)(c1ccc(F)cc1)N1CCC(Oc2ccc(-n3cnnn3)cc2)CC1,.,-22%,.,-1.0%,-7%,9%,18%,?,.
O=C(O)c1cc(S(=O)(=O)N(Cc2ccccc2)c2ccc(Cl)cc2)ccc1Cl,i,-1%,-1%,2.6%,-19%,6%,7%,2%,0.7
CC1(Oc2cccc(F)c2)CCN(Cc2ccccc2OC(F)F)C1 (centres undefined),i,-29%,.,0.4%,-18%,.,.,-18%,-0.7
